LYPLA1 counter – blocks human lysophospholipase 1, a PME1 counter-screen. 320,000 compounds, 0.16% hits. AID 2174. recombinant LYPLA1, FP-Rh probe fluorescence polarization. inhibition, % at 5.9 µM. O75608;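 active = inhibition above the mean of all tested compounds plus 3 SD, set per campaign, cut at about 14% in these data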;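 note: inhibitors block serine hydrolase probe labeling of LYPLA1 so polarization falls; 0% = enzyme with DMSO and 100% = wells lacking LYPLA1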
Target sequence (O75608 whole entry, looked up): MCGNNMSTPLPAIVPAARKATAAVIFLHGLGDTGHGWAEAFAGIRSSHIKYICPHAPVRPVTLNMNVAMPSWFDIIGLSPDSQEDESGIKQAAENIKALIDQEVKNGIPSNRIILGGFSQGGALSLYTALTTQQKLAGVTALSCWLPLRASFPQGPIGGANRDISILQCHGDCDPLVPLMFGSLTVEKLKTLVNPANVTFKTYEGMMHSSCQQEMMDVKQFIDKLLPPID
ZTA counter – ZTA (EBV) inhibition in EBNA-1 counter-screen; P03206; ZTA-DNA binding, fluorescence polarization; inhibition, % at 11 µM; 320,000 compounds, 0.15% hits; in the data active = inhibition above about 33%
PAFAH1B2 inh – inhibitors of human PAFAH1B2; P68402; recombinant PAFAH1B2, FP-rhodamine activity probe, fluorescence polarization; inhibition, % at 3.39 µM; 340,000 compounds, 1.2% hits; AID 492953;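 active = inhibition above the mean of all tested compounds plus 3 SD, cut at about 24% in these data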;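 note: 0% = enzyme with DMSO and 100% = wells lacking PAFAH1B2; many of its hits are not listed in these tables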
PAFAH1B3 inh – inhibitors of human PAFAH1B3; Q15102; recombinant PAFAH1B3, FP-rhodamine probe, fluorescence polarization; AID 492972; inhibition, % at 3.39 µM; 340,000 compounds, 0.28% hits;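 active = inhibition above the screen-wide average of all tested compounds plus 3 SD, cut at about 25% in these data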;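 note: 0% = enzyme with DMSO only and 100% = wells lacking PAFAH1B3 protein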
PAFAH2 inh – PAFAH2 (human) inhibition; inhibition, % at 3.39 µM; AID 492956; 340,000 compounds, 0.99% hits; recombinant PAFAH2, FP-rhodamine activity probe, fluorescence polarization;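 active = inhibition above the mean over all tested compounds plus 3 SD, cut at about 30% in these data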;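 note: inhibitors block probe labeling of enzyme so polarization drops; 0% = enzyme with DMSO and 100% = wells lacking PAFAH2 protein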
LYPLA2 counter – counter-screen for PME1 inhibitors: inhibitors of human LYPLA2; 320,000 compounds, 0.38% hits; inhibition, % at 5.9 µM; O95372; recombinant LYPLA2, FP-Rh probe fluorescence polarization;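 active = inhibition above the screen-wide mean plus 3 SD, limit set per campaign, cut at about 26% in these data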;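 note: 0% = LYPLA2 with DMSO and 100% = wells lacking LYPLA2 enzyme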
EBNA-1 inhibitor – blocks EBNA-1 binding to DNA. inhibition, % at 14.8 µM. EBNA-1 DNA binding, fluorescence polarization. 300,000 compounds, 0.34% hits; in the data active = inhibition above about 28%
PREPL inhibitor – inhibitors of human prolyl oligopeptidase-like enzyme PREPL; recombinant PREPL, fluorescence polarization activity-based probe; inhibition, % at 5.96 µM; 320,000 compounds, 0.68% hits; AID 2751; in the data active = inhibition above about 43%;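 note: 0% = enzyme with DMSO and 100% = wells lacking enzyme; many of its hits are not listed in these tables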
Target sequence (Q4J6C6 whole entry, looked up): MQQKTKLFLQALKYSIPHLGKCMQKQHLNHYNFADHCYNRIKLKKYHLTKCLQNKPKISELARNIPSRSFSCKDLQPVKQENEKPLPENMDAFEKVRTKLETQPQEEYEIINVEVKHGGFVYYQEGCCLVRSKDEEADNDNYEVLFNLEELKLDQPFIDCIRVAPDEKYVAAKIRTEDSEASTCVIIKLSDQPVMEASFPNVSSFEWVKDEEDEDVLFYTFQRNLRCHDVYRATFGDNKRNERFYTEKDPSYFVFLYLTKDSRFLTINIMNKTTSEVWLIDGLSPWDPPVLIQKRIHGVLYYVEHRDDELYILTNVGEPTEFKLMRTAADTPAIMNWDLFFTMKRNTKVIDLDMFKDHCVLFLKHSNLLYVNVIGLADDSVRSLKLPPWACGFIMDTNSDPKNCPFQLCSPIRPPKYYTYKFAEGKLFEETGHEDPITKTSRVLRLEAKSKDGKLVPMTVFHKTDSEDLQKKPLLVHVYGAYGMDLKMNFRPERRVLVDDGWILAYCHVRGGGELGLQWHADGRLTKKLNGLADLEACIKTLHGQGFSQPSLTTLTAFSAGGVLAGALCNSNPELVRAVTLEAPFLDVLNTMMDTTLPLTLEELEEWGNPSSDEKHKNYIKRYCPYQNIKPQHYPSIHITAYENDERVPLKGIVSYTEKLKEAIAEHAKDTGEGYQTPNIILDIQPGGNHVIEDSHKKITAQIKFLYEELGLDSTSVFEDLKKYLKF
pPAFAH FP inh – pPAFAH (human) enzyme inhibition; inhibition, % at 3.39 µM; recombinant pPAFAH, FP-rhodamine probe fluorescence polarization; Q13093; 330,000 compounds, 1.5% hits;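 active = inhibition above the mean inhibition across the screen plus 3 SD, cut at about 25% in these data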;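 note: inhibitors block binding of the rhodamine activity-based probe so polarization drops; 0% = enzyme with DMSO and 100% = wells lacking pPAFAH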
* = called active by the depositor; . = no result given; & = joins results of further samples.

SMILES	LYPLA1 counter	ZTA counter	PAFAH1B2 inh	PAFAH1B3 inh	PAFAH2 inh	LYPLA2 counter	EBNA-1 inhibitor	PREPL inhibitor	pPAFAH FP inh
COc1ccccc1NC(=O)C1CCCN1C(=O)Nc1ccc(F)cc1 (stereo not given)	2	-1	2	4	-2	-2	-29	9	-8
Cc1ccc(-c2cc(C(=O)NCC3CCCO3)no2)cc1 (stereo not given)	1	-14	-3	4	-1	2	8	21	6
Cc1noc(/C=C/NCc2cccnc2)c1S(=O)(=O)N(C)CC(=O)N1CCc2ccccc21	-2	-2	5	-2	8	1	-5	10	-5
CC(Sc1nnc(-c2ccncc2)n1C)C(=O)NCC1CCCO1 (stereo not given)	-1	-1	4	5	-3	0	-12	12	-4
CCOc1ccc(-n2nc3ccc(NC(=O)c4ccc5c(c4)OCCO5)cc3n2)cc1	-1	-10	-6	-14	-6	-10	9	5	0
CN(C)CCN(C(=O)c1ccc(S(=O)(=O)N(C)CC2CCCO2)cc1)c1nc2cc3c(cc2s1)OCO3 (stereo not given)	0	-15	-3	11	-1	-3	-7	12	0
O=C(/C=C/c1cccs1)c1ccc([N+](=O)[O-])cc1	-1	-12	0	4	0	5	-9	7	3
CC1Cc2ccccc2N1S(=O)(=O)c1cnc[nH]1 (stereo not given)	1	11	5	10	-9	2	5	0	0
COc1ccc(C(=O)N2CCCC2)cc1S(=O)(=O)N1CCOCC1	0	-11	2	5	2	2	-1	14	6
NS(=O)(=O)c1ccc(NC(=O)c2ccc(OCC3CCCO3)cc2)cc1 (stereo not given)	.	.	-1	0	-11	.	.	8	2
CCOC(=O)n1c(=O)n(Cc2ccc(OC)cc2)c2ccccc21	-6	1	6	-1	-4	-9	0	7	6
O=C(O)CCN1C(=O)/C(=C\c2ccc(OCc3ccccc3)c(OCc3ccccc3)c2)SC1=S	-1	11	-1	4	-4	3	3	27	9
CCOC(=O)c1c(C)oc2c1C(=O)c1ccccc1C2=O	1	-7	11	30*	5	4	-2	15	6
Cc1ccc(N2C(=O)c3oc4ccccc4c(=O)c3C2c2cccc(O)c2)nc1 (stereo not given)	0	12	1	0	5	-5	4	-3	4
COc1ccc(Cl)cc1NC(=O)CN(C)C(=O)CCCNC(=O)c1ccc(Cl)cc1	-2	10	5	8	3	-3	.	0	5
CCOC(=O)CCNC(=O)Nc1ccc2nc(C)n(Cc3cccc(Cl)c3)c(=O)c2c1	-3	2	-3	13	5	-2	14	-78	4
Nc1ccccc1S(=O)(=O)NCCCCc1ccccc1	3	6	15	2	-2	-2	0	-7	7
O=C(C1=C[C@H](C2CCCCC2)C[C@H](OCCCCO)O1)N1CCOCC1	-5	2	-6	10	4	-3	-2	-6	0
COc1ccc(S(=O)(=O)N2CCN(C/C=C/c3ccccc3)CC2)cc1NC(C)=O	-1	-3	-3	-2	4	-2	-18	-4	-4
Cc1cc(C)cc(N(CC(=O)NCc2ccco2)C(=O)c2snc(C(N)=O)c2N)c1	-3	-2	-6	17	-1	-3	-3	-18	3
Cc1c(Cl)cnc(NC(=O)COC(=O)c2cccc(S(=O)(=O)N3c4ccccc4CC3C)c2)c1Cl (stereo not given)	-10	-4	9	10	17	-3	5	12	22
COc1ccc(Nc2nc(N3CCCC3)nc(N3CCCC3)n2)c(OC)c1	-3	-33	-1	3	2	-1	-9	11	3
COc1ccc2cc(-c3csc(-c4cccnc4)n3)ccc2c1	0	13	0	3	2	2	-2	6	0
O=C(Nc1cc(Cl)c(O)c(Cl)c1)C1CCCO1 (stereo not given)	-1	-15	4	0	7	9	-6	9	6
COc1ccc(CCNC(=O)c2cccc(NS(=O)(=O)c3ccccc3F)c2)cc1OC	3	6	3	11	1	-6	2	-5	8
S=C(Nc1ccc(Cl)cc1)c1sc(N2CCCCC2)nc1N1CCOCC1	-2	-2	0	3	-6	4	9	1	-2
C=C[C@H]1[C@H](OC2OC(CO)C(O)C(O)C2O)OC=C(C(=O)OC)[C@H]1C[C@H]1CC(=O)C[C@H](CC(=O)CCc2ccc(O)cc2)O1 (stereo not given in full)	1	9	.	.	.	-4	8	2	0
Cn1c(CSCc2ccccc2)n[nH]c1=S	0	2	5	1	3	3	2	3	4
COc1cccc(N2CCN(C(=O)C3CCN(S(=O)(=O)c4ccc5c(c4)CC(C)N5C(C)=O)CC3)CC2)c1 (stereo not given)	1	-5	7	3	-3	40*	-2	12	7
O=C(COc1coc(CN2CCN(c3ccc(F)cc3)CC2)cc1=O)NC1CCCC1	2	8	4	-2	1	-1	1	22	1
CCOc1ccc(NC(=O)C(CC)NC(=O)c2ccccc2CO)cc1 (stereo not given)	-1	3	-2	0	-4	-2	-1	-1	11
COc1ccc(CN(C(=O)c2cc3ccccc3oc2=O)C2CCCC2)cc1	-1	11	-4	-3	9	3	9	-9	2
Cc1cc(NC(=O)CSc2nnc(C3COc4ccccc4O3)n2C)no1 (stereo not given)	4	1	5	6	-3	9	-10	8	4
CN(C)S(=O)(=O)c1ccc(Cl)c(NC(=O)CN2CCc3ccccc3C2)c1	0	3	10	-1	2	-5	-13	6	-2
CCOc1ccc2c(C)c(C(=O)O)oc2c1OCC	-3	2	7	-3	13	-7	-20	11	1
CCOC(=O)N1CCN(C(=O)c2ccc(Cl)c(NC(=O)c3cccs3)c2)CC1	1	-3	2	6	0	-4	.	13	-3
CCCCCOP(=O)(c1ccccc1)c1ccccc1	1	-5	3	4	-4	1	1	3	-2
O=C(Cc1ccccc1)N/N=C/c1ccccc1OCc1ccc(Cl)cc1	-28	3	-9	-7	-22	-45	-16	-11	-27
O=C(c1ccc(COCC(F)(F)F)o1)N1CCCCCC1	-2	10	0	6	2	-1	-9	-6	-3
Cc1cc(C)nc(Nc2n[nH]c(COc3ccccc3)n2)n1	4	-9	3	6	-1	0	-3	-3	2
O=C(COc1ccccc1)N1CCc2ccccc21	3	-20	6	0	11	5	-1	14	3
CCOC(=O)c1nc(C)nc(Sc2n[nH]c(-c3ccc(C(C)(C)C)cc3)n2)c1C	0	-8	11	10	6	8	4	17	-2
COc1ccc(S(=O)(=O)N2c3cc(C)ccc3OCC2C(C)(C)C)cc1 (stereo not given)	2	9	3	9	1	0	3	6	2
Cc1ccc(S(=O)(=O)N2[C@@H](c3ccc(C(C)(C)C)cc3)C(C(=O)O)=CC[C@H]2c2ccc3c(c2)OCO3)cc1	.	.	92*	4	10	.	.	10	58*
CCCn1c(SCC(=O)NC2CCC(C)CC2)n[nH]c1=O (stereo not given)	9	-3	10	3	1	7	.	16	-2
CN(C)CCCNC(=O)c1ccc(Cl)c(S(=O)(=O)N2CCCCCC2)c1	0	7	-1	6	7	2	.	-2	-1
COc1ccc(C2Nc3ccccc3C(=O)N2NC(C)=O)c(OC)c1 (stereo not given)	-3	11	5	10	3	-4	7	10	1
COC(=O)Cc1ccc(NC(=S)N2CCN(c3ccccn3)CC2)cc1	3	-21	0	9	0	2	-5	8	4
O=C(NC1CCc2ccccc21)c1cc(COc2cncc(Cl)c2)on1 (stereo not given)	4	-3	2	2	1	43*	7	19	2
CC1(C)O[C@@H]2[C@H](O1)[C@@H](COS(=O)(=O)O)O[C@H]2n1cnc2c(N)ncnc21	1	-16	.	.	.	6	.	19	-3
Cc1cc(C)nc(NC2=NCCN2C(=S)Nc2ccc(C)c(C)c2)n1	0	9	-6	-4	1	-6	-7	1	-1
CS(=O)(=O)N(CC(=O)Nc1ccc2c(c1)OCO2)c1ccccc1	1	-3	3	4	8	3	-15	-11	3
CC1(C)S[C@@H]2[C@H](NC(=O)Cc3ccccc3)C(=O)N2[C@H]1C(=O)O	-2&0	3&-9	4&2	5&2	2&-6	0&5	-4&-7	-5&-6	-3&4
CSCCC(=O)N1CC[C@@H](N2CCN(c3ccccc3F)CC2)[C@H](O)C1	0	-1	4	12	1	6	-4	-4	1
COc1ccc(OC)c(CCNC(=O)c2cccc(NC(=O)C3=C(C)OCCS3)c2)c1	2	7	1	-2	-6	-5	11	-4	3
Cc1cccc(N2CCN(C(=O)COc3ccc4c(c3)CCC4)CC2C)c1 (stereo not given)	3	-2	-4	2	3	11	.	13	6
Oc1cccc(C2c3[nH]c4ccccc4c3CCN2Cc2ccoc2)c1 (stereo not given)	0	-1	1	2	2	0	-12	18	5
CCOc1ccccc1C(=O)OCC(=O)Nc1cc(Cl)ccc1Oc1ccccc1	-5	3	-3	0	-1	-2	-9	-9	2
C=CCOc1c(CNc2ncn[nH]2)cccc1OC	-5	4	1	14	-5	-1	-10	-6	4
COC(=O)c1ccccc1NC(=O)CN(C)S(=O)(=O)c1cc(C)ccc1OC	3	-6	-4	2	-11	-6	-4	17	-1

3 of these compounds in another layout:
| molecule | LYPLA1 counter | ZTA counter | PAFAH1B2 inh | PAFAH1B3 inh | PAFAH2 inh | LYPLA2 counter | EBNA-1 inhibitor | PREPL inhibitor | pPAFAH FP inh |
| --- | --- | --- | --- | --- | --- | --- | --- | --- | --- |
| Cc1cc(C)nc(NC2=NCCN2C(=S)Nc2ccc(C)c(C)c2)n1 | 0 | 9 | -6 | -4 | 1 | -6 | -7 | 1 | -1 |
| CS(=O)(=O)N(CC(=O)Nc1ccc2c(c1)OCO2)c1ccccc1 | 1 | -3 | 3 | 4 | 8 | 3 | -15 | -11 | 3 |
| CC1(C)S[C@@H]2[C@H](NC(=O)Cc3ccccc3)C(=O)N2[C@H]1C(=O)O | -2&0 | 3&-9 | 4&2 | 5&2 | 2&-6 | 0&5 | -4&-7 | -5&-6 | -3&4 |

Going on with the list.
SMILES	LYPLA1 counter	ZTA counter	PAFAH1B2 inh	PAFAH1B3 inh	PAFAH2 inh	LYPLA2 counter	EBNA-1 inhibitor	PREPL inhibitor	pPAFAH FP inh
COc1ccccc1NC(=O)CCc1nnc2ccc(N3CCN(C)CC3)nn12	-3	19	2	1	-1	-2	9	-3	4
N#Cc1ccccc1COC(=O)c1ccc2c(c1)OCO2	2	19	2	0	8	10	.	5	3
CCCCc1ccc(-n2c(Cc3cccs3)n[nH]c2=S)cc1	1	-1	4	-4	3	4	-7	6	20
CCOC(=O)Cc1csc(SCC(=O)c2c(N)n(CC(C)C)c(=O)n(C)c2=O)n1	-1	-12	-4	-1	-3	5	6	2	0
Cc1ccc(C(C)(C)C)c(OCCCCN2CCCC2)c1	8	-3	2	3	-3	5	11	1	1
O=C1CCN(Cc2ccc(O)cc2)CCN1CCO	2	-18	-5	-2	-15	4	5	4	5
CC1=C(C(=O)Nc2cccc(C(=O)NCc3ccccc3C)c2)SCCO1	2	10	4	6	0	0	4	15	1
COc1ccc2ccccc2c1/C=N\n1c(C)cc(C)c(C(N)=O)c1=O	-5	-1	8	-5	7	13	9	5	2
O=S(=O)(NCCN1CCOCC1)c1cccs1	3	1	4	4	-1	3	10	4	3
COc1ccc(CSc2nc3ccccc3[nH]2)cc1	0	-13	6	-3	-6	1	2	10	-3
COc1ccc(CNC(=O)CSc2n[nH]c(N)n2)cc1OC	-1	-1	1	-1	7	6	-1	-4	1
O=C1c2oc3ccccc3c(=O)c2C(c2cccnc2)N1CCCN1CCOCC1 (stereo not given)	0	0	8	-6	0	1	-11	15	-1
COc1ccccc1NS(=O)(=O)c1ccc(C)c(C(=O)NNC(=O)c2csc(N3CCOCC3)n2)c1	.	.	-1	-2	4	.	.	12	1
Cc1cc(C)nc(NS(=O)(=O)c2ccc(NC(=O)CN3C(=O)S/C(=C\c4ccccc4)C3=O)cc2)n1	-1	18	-2	-1	-9	2	-2	-3	-7
Cc1cc(NC(=O)CSc2nc3cc(C(=O)NCCCOC(C)C)ccc3c(=O)n2Cc2ccco2)no1	-9	11	-5	-14	-15	-16	1	-7	4
COc1ccc(NC(=O)c2cccc(S(=O)(=O)N(C)c3ccccc3)c2)cn1	-4	-1	3	5	3	-5	5	-1	1
O=C(OCc1c(-c2ccccc2)ncc2ccccc12)c1ccc(F)cc1	.	.	-1	5	-8	.	.	3	0
CCN1C(=O)c2cccc3c(Cl)ccc1c23	-2	-6	0	14	-1	-8	6	-6	5

Only part of the results is shown; rates above refer to the full screens.
